High-throughput results (PubChem)
mouse IAP activators: activators of mouse IAP, confirmation, biochemical, luminescence, single concentration (AID 434970); purified mouse IAP, CDP-Star luminescence, 30 min; stronger effect = lower value; activity change, negative = activation, % at 10 µM; hit rate 2.9% among 11,000; in the data active = activity change below about -85%;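 note: percent relative to enzyme plus DMSO wells and wells without enzyme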
mouse IAP activators Fold change: second read-out of mouse IAP activators, no call of its own (marks repeat the call); activation factor; measured here: IAP activation factor; stronger effect = higher value;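 fold luminescence change scaled to plate control wells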
The depositor's hits bear a star. Some of the compounds tested; the hit share may differ from the screen's.

The line under a structure holds: mouse IAP activators Fold change	mouse IAP activators
1. COc1nc(NCc2ccco2)nc(NC2CCCCC2)n1
  1.1	-8
2. O=C(Nc1cccc(C(F)(F)F)c1)Nc1ccc(N2CCCC2)c(S(=O)(=O)Nc2ccccc2Cl)c1
  1.7	-67
3. C=CCOc1cc(C)nc(-c2ccccc2O)n1
  0.91	9
4. CN1CCN(CCOc2cccc(Cl)c2)CC1
  1.1	-6
5. CC(C)=CCC/C(C)=C/CNC(=O)C[C@H]1C[C@H](C(=O)N2CCCCC2)[C@@]2(C)c3[nH]c4ccc(Cl)cc4c3CCN2C1=O
  1.1	-6
6. CN(CCOc1ccc(-c2ccn(S(=O)(=O)c3cccc4ccccc34)n2)cc1)c1ccccn1
  0.94	6
7. Cn1c(SCC(=O)NC(C)(C)C)nnc1-c1cccc(NC(=O)c2ccccc2F)c1
  1.2	-16
8. CC1(C)CC(=O)C=C(NC2CCCCCCC2)C1
  1	0
9. Cc1ccc(C)c(NC(=O)c2nc(-c3ccccc3)n(-c3ccccc3)n2)c1
  1.1	-6
10. CN1CCN(Cc2nc(N)nc(Nc3ccc4c(c3)OCCO4)n2)CC1
  1.1	-8
11. CC(=O)c1ccc(N(C)C)c2c(N(C)C)cccc12
  0.86	14
12. CC1(C)OC(=O)C(=Cc2ccc(-c3ccc(S(N)(=O)=O)cc3)o2)C(=O)O1
  0.21	79
13. COc1ccc(C(=O)NNC(=S)NC(=O)c2ccco2)cc1
  0.89	11
14. O=C(Nc1ccccc1N1CCN(c2ccccc2)CC1)C12CC3CC(CC(C3)C1)C2
  0.93	7
15. COc1cccc(C(=O)OCCN2C(=O)c3ccccc3C2=O)c1OC
  0.98	2
16. Clc1ccc2c(N3CCCC3)ccnc2c1
  1	-2
17. COC(=O)C1=C(C)N=c2s/c(=C/c3cccs3)c(=O)n2C1c1cccs1 (configuration not stated)
  0.84	16
18. N#Cc1c(N2CCCC(O)C2)nc(N)c2c(N)nc3c(c12)CC(=O)N3C12CC3CC(CC(C3)C1)C2 (configuration not stated)
  0.81	19
19. O=C(CSc1nnc(-c2ccco2)o1)NC1CCCCC1
  1.1	-10
20. CCOC(=O)N1CCC(NC(=O)c2cc(S(=O)(=O)N3CCCC3)cn2C)CC1
  0.94	6
21. O=C(NC1CC2CCCC(C1)N2C(=O)NC1CCCCC1)c1ccccc1 (configuration not stated)
  0.92	8
22. C=CCn1cc(CN2CCC(C(=O)Nc3cccc(-c4cccc(F)c4)c3)CC2)c(C)n1
  2.9*	-194*
23. CCN1C[C@@H]2[C@@H]3C(=O)N(Cc4ccccc4)C(=O)[C@@H]3[C@](Cc3ccccc3)(C(=O)OC)N2C1=NC1CCCCC1
  0.99	1
24. COc1ccc2nc(-c3ccccc3)[nH]c2c1
  0.99	1
25. COc1ccc(C)cc1S(=O)(=O)N1CCN(c2cccc(C(F)(F)F)c2)CC1
  1	-4
26. CCn1nc(C(=O)OCC(=O)c2c[nH]c3ccccc23)c2ccccc2c1=O
  0.93	7
27. CC(=O)C1=C(O)C(=O)N(CCc2c[nH]c3ccccc23)C1c1ccc(O)cc1 (configuration not stated)
  0.97	3
28. Cc1cc(NC(=O)COC(=O)c2n[nH]c3ccccc23)no1
  1	-3
29. CCOC(=O)c1sc(=S)n2c1[nH]c(=O)c1ccc(C(=O)OC)cc12
  0.82	18
30. COC(=O)c1ccc(CSc2nnc(CNC(=O)c3ccc(OC)cc3)o2)o1
  0.98	2
31. O=C(CSc1nnnn1-c1cccc2ccccc12)N1CCOCC1
  0.95	5
32. CCS(=O)(=O)c1ccc(S(=O)(=O)CC)s1
  0.9	10
33. O=C(CC1SC(=O)N(Cc2cccc3ccccc23)C1=O)Nc1nccs1 (configuration not stated)
  0.92	8
34. Cc1cc(C)nc(-n2nc(C)cc2NC(=O)CNC(C)c2ccccc2)n1 (configuration not stated)
  0.98	2
35. O=C1OCCN1C(=O)[C@H]1[C@H](c2ccc([N+](=O)[O-])cc2)C(c2ccc(F)cc2)=NN1c1ccc(Br)cc1
  1	-3
36. COc1ccc(S(=O)(=O)N2c3cc(C)ccc3OCC2C(C)(C)C)cc1 (configuration not stated)
  0.86	14
37. O=C(NC1CCCC1)C(c1ccccn1)N(C(=O)c1csnn1)C1CCCCC1 (configuration not stated)
  1	-2
38. N/C(COc1ccccc1)=N\NS(=O)(=O)c1ccccc1
  0.99	1
39. Cc1cccc(NC(=O)CCS(=O)(=O)c2cccc3nsnc23)c1C
  0.88	12
40. Cc1ccc(CSc2nncn2-c2ccccn2)cc1
  1.1	-11

Molecules above that contain fluorine, in the order listed:
The line under a structure holds: mouse IAP activators Fold change	mouse IAP activators
2. O=C(Nc1cccc(C(F)(F)F)c1)Nc1ccc(N2CCCC2)c(S(=O)(=O)Nc2ccccc2Cl)c1
  1.7	-67
7. Cn1c(SCC(=O)NC(C)(C)C)nnc1-c1cccc(NC(=O)c2ccccc2F)c1
  1.2	-16
22. C=CCn1cc(CN2CCC(C(=O)Nc3cccc(-c4cccc(F)c4)c3)CC2)c(C)n1
  2.9*	-194*
25. COc1ccc(C)cc1S(=O)(=O)N1CCN(c2cccc(C(F)(F)F)c2)CC1
  1	-4
35. O=C1OCCN1C(=O)[C@H]1[C@H](c2ccc([N+](=O)[O-])cc2)C(c2ccc(F)cc2)=NN1c1ccc(Br)cc1
  1	-3

Carrying on:
The line under a structure holds: mouse IAP activators Fold change	mouse IAP activators
41. CC(C)(C)NC(=O)CSc1nnc(-c2ccncc2)n1Cc1ccccc1
  0.9	10
42. S=C(NCc1ccc(Cl)cc1)NC12CC3CC(CC(C3)C1)C2
  1.1	-14
43. Cn1c(C(=O)NCCCN2CCN(c3ccccc3F)CC2)cc2c(=O)[nH]c3ccccc3c21
  0.97	3
44. Cc1csc(SCC(=O)c2ccc(S(=O)(=O)N3CCOCC3)cc2)n1
  0.85	15
45. O=C1N[C@H]2CC=C[C@H]2Nc2ccccc21
  0.95	5
46. COc1ccc(CCNc2nc(-c3ccco3)cc(C(F)(F)F)n2)cc1OC
  0.89	11
47. COCCN(C(=O)c1csnn1)C(C(=O)NC1CCCCC1)c1cccs1 (configuration not stated)
  0.94	6
48. CCOC(=O)/C(C#N)=C\c1ccco1
  1.1	-12
49. Cc1ccc(NC(=O)NCC2CCN(Cc3cc(C)ccc3Cl)CC2)c(C)c1
  1.9*	-87*
50. COc1ccc(C2=NOC(Cn3nc(-c4ccccc4)cc3C(=O)NCc3ccc(C)cc3)C2)cc1 (configuration not stated)
  1.6	-58
51. Cc1nc(SCC(=O)NCCc2ccccc2)n[nH]1
  0.97	3
52. CC(C)c1ccc(N2C(=O)CC(Sc3ncn[nH]3)C2=O)cc1 (configuration not stated)
  0.79	21
53. O=C(CSc1nnc(-c2ccco2)o1)c1ccccc1
  0.57	43
54. C=CCn1c(C)cc(C(=O)COC(=O)c2ccc3c(c2)NC(=O)CS3)c1C
  0.95	5
55. CCN(c1ccccc1)S(=O)(=O)c1cnc[nH]1
  1	-4
56. COc1nn(CC(=O)N2N=C(C)CC2(O)C(F)F)cc1[N+](=O)[O-] (configuration not stated)
  1.1	-11
57. O=C(O)Cc1ccc2c(c1)N(S(=O)(=O)c1cccc(C(F)(F)F)c1)CC(C(=O)O)O2 (configuration not stated)
  1.1	-11
58. COC(=O)c1ccc(NC(=O)C23CCC(C)(C(=O)O2)C3(C)C)cc1 (configuration not stated)
  0.89	12
59. CC[C@]12c3[nH]c4cc(-c5ccco5)ccc4c3CCN1C(=O)[C@@H](CC(=O)NCCCn1ccnc1)C[C@@H]2C(=O)N1CCN(C(=O)c2ccco2)CC1
  1.1	-7
60. O=C(NNc1cccc(Cl)n1)Nc1ccccc1
  0.96	4
61. CC(C)S(=O)(=O)c1csc(NC(=O)Nc2ccc(Cl)cc2)c1Cl
  2.2*	-116*
62. COc1ccc(C)cc1-n1nnnc1SCc1nc2ccccc2s1
  0.95	6
63. CN(C)C(=O)CCc1ccc2c3c([nH]c2c1)[C@]1(CCC2CCCC2)[C@@H](C(=O)N2CCOCC2)C[C@H](CC(=O)NCCCn2ccnc2)C(=O)N1CC3
  1.1	-12
64. CC1=C(C(N)=O)C(c2cccnc2)n2nc(-c3cccc(C)c3)nc2N1 (configuration not stated)
  0.92	8
65. O=C(Nc1ccccc1)c1ccc(NCc2cccnc2)c(S(=O)(=O)N2CCOCC2)c1
  0.94	6
66. Cc1cccc(C2=NN(c3ccccc3)[C@@H](C(=O)N3CCOC3=O)[C@@H]2c2ccc([N+](=O)[O-])cc2)c1
  0.94	6
67. CC(=O)N1CCN(c2ccc(NCc3ccc(C)cc3)cc2)CC1
  1.1	-9
68. C[C@]12c3[nH]c4ccc(Cl)cc4c3CCN1C(=O)[C@@H](CC(=O)NCc1cccc(C(F)(F)F)c1)C[C@@H]2C(=O)N1CCCCC1
  1.3	-26
69. Nc1nc(-c2ccccc2)nc(-c2ccccc2O)n1
  0.88	12
70. C[C@H](CO)N1C[C@H](C)[C@@H](CN(C)S(=O)(=O)c2ccc(F)cc2)Oc2ccc(NC(=O)Nc3ccc4c(c3)OCO4)cc2C1=O
  1.8	-82
71. O=C(C[C@H]1C[C@H](C(=O)N2CCOCC2)[C@@]2(CCC3CCCC3)c3[nH]c4cc(-c5ccco5)ccc4c3CCN2C1=O)NCc1cccc(C(F)(F)F)c1
  1	-4
72. CC1=C(C(N)=O)C(c2cccs2)n2nc(-c3cccc(C)c3)nc2N1 (configuration not stated)
  0.93	7
73. CCOc1cccc(-n2nnnc2-c2ccc(OC)cc2)c1
  0.91	9
74. COc1ccc(CNC(=O)c2cccc3c2C(=O)N(Cc2cccnc2)C3)cc1
  0.98	2
75. COc1ccc(CNC(=O)Cn2cnc3c(NCc4ccccc4)ncnc32)cc1
  1	-1
76. CC1(C)Cc2nc3sc4c(SCC(=O)NC(c5ccccc5)c5ccccc5)ncnc4c3cc2CO1
  0.95	5
77. COC(=O)c1sc2ncn(-n3c(C)ccc3C)c(=O)c2c1C
  1	-3
78. COc1ccc(C(C(C(=O)c2cccs2)N2CCOCC2)N2CCOCC2)cc1OC (configuration not stated)
  1	-2
79. CC[C@]12c3[nH]c4cc(CCC(=O)N(C)C)ccc4c3CCN1C(=O)[C@@H](CC(=O)NC(C)(C)C)C[C@@H]2C(=O)N1CCN(C(=O)c2ccco2)CC1
  1	0
80. O=C(NC(NC1CCS(=O)(=O)C1)C(Cl)(Cl)Cl)c1cccc(Cl)c1 (configuration not stated)
  0.99	1

Overlap with the part before: 2 entries, then new ones.
The line under a structure holds: mouse IAP activators Fold change	mouse IAP activators
79. CC[C@]12c3[nH]c4cc(CCC(=O)N(C)C)ccc4c3CCN1C(=O)[C@@H](CC(=O)NC(C)(C)C)C[C@@H]2C(=O)N1CCN(C(=O)c2ccco2)CC1
  1	0
80. O=C(NC(NC1CCS(=O)(=O)C1)C(Cl)(Cl)Cl)c1cccc(Cl)c1 (configuration not stated)
  0.99	1
81. COC(=O)CC1C(=O)NCCN1C(=O)Nc1ccccc1 (configuration not stated)
  0.94	6
82. Cc1nn(C)c(C)c1NC(=O)Nc1ccc(Cl)c(Cl)c1
  1.6	-62
83. CCCCC1(C)NC(=O)N(CC(=O)Nc2ccc(S(=O)(=O)N3CCOCC3)cc2)C1=O (configuration not stated)
  0.95	5
84. C#CCOCCOCCOCCNc1nc(N2CCN(C(=O)CCCCCCCCCCNC(=O)Cn3cc(C[C@@H](C)O)nn3)CC2)nc(N2CCN(C(=O)CCCCCCCCCCNC(=O)[C@H](CCCN=C(N)N)n3cc(C[C@@H](C)CC)nn3)CC2)n1
  5.7*	-468*
85. Cc1cc(C(=O)CSc2nnnn2-c2ccccc2)c(C)n1CC1CCCO1 (configuration not stated)
  0.9	10
86. Cc1ccc(NS(=O)(=O)c2ccc(NC(=O)C3CCCO3)cc2)cc1 (configuration not stated)
  0.99	1
87. O=C(Nc1ccc(Oc2ccc(S(=O)(=O)N3CCOCC3)cn2)cc1)c1ccco1
  0.91	9
88. CC(Sc1nc(-c2ccccc2)cc(C(F)(F)F)n1)C(=O)N1CCCCC1 (configuration not stated)
  0.88	12
89. C[C@H]1NS(=O)(=O)c2ccc(Br)cc2O[C@H]1c1ccccc1
  0.99	1
90. CC[C@]12c3[nH]c4cc(-c5ccco5)ccc4c3CCN1C(=O)[C@@H](CC(=O)NC/C=C(\C)CCC=C(C)C)C[C@@H]2C(=O)N1CCN(C(=O)c2ccco2)CC1
  1.1	-13
91. Cc1cc(C)nc(N2CCC(C(=O)NCc3ccccc3)CC2)n1
  0.99	0
92. COc1ccc(OC(=O)c2ccncc2)cc1
  0.9	10
93. O=C(C[C@H]1C[C@H](C(=O)N2CCOCC2)[C@@]2(CCC3CCCC3)c3[nH]c4cc(-c5ccco5)ccc4c3CCN2C1=O)NCC12CC3CC(CC(C3)C1)C2
  1	-2
94. Cn1c(=O)[nH]c(=O)c2c1nc(N1CCCCCC1)n2CCN1CCCCCC1
  1	-5
95. CCOCCn1c(C(C)C)nc2ccccc21
  1.1	-11
96. COc1ccccc1NC(=O)CSc1nnc(C)n1CCc1ccccc1
  1.2	-15
97. CCOC(=O)CN1NC2(CCCC(C)C2)NC1=S (configuration not stated)
  1.1	-8
98. CCOc1ccc(NC(=O)CSC2=C(C#N)C(c3ccc4c(c3)OCO4)CC(=O)N2)cc1 (configuration not stated)
  0.91	9
99. N#Cc1c(SCC(=O)Nc2nc3ccccc3s2)sc2c(O)cc(=O)[nH]c12
  0.27	73
100. Clc1ccc(Cn2nnc(-c3ccc(CN4CCOCC4)cc3)n2)cc1
  1.1	-6
101. CC[C@]1(C(=O)OC)[C@H]2C(=O)N(Cc3ccccc3)C(=O)[C@H]2[C@H]2CN=C(SCC(=O)c3ccccc3)N21
  0.79	21
102. CCOC(=O)c1ccc(-c2ccc(CO)o2)cc1
  1	-1
103. CCOc1ccc(/C(O)=C2/C(=O)C(=O)N(c3cc(C)on3)C2c2ccc(C(=O)OC)cc2)cc1 (configuration not stated)
  0.98	2
104. CC1(C)CC(=O)C2=C(C1)N=c1s/c(=C/c3ccc(F)c(F)c3)c(=O)n1C2c1ccc(F)cc1 (configuration not stated)
  0.86	14
105. CCCCC(=O)Nc1cc(OC)c(NC(=O)C2CCCCC2)cc1OC
  0.95	5
106. CCOC(=O)CNC(=O)c1cn(C)c(=O)c2cc(OC)c(OC)cc12
  1.1	-11
107. Cc1ccc(C)c(Cn2c(=O)c3c(nc4n3CCN4Cc3ccco3)n(C)c2=O)c1
  1	-2
